Screening data from PubChem BioAssay.
KLF5 inhibitor: kruppel-like factor 5 inhibition. DLD-1 KLF5 promoter-luciferase reporter, luminescence. inhibition, % at 5 µM. 0.23% of 290,000 active. AID 1700;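 active = inhibition above a per-plate limit of that plate's mean compound inhibition plus 3 SD, cut at about 60% in these data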;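 also: 0% = DMSO wells and 100% = LY294002 at 200 µM; higher means less KLF5 promoter-driven luciferase light; inactives centre near -14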
IEC-6 tox: IEC-6 cytotoxicity, counter-screen for KLF5 inhibitors | 0.78% of 290,000 active | AID 1825 | luminescence viability | inhibition, % at 5 µM; in the data active = inhibition above about 22%;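 also: 0% = plate median of test compound wells and 100% = cytotoxic reference compound wells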
HSP90 inh: HSP90 refolding inhibition in rabbit reticulocyte lysate; AID 1789; luciferase refolding luminescence, 3 h; 0.91% of 290,000 active; inhibition, % at 5.6 µM;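 active = inhibition above the screen-wide mean plus 3 SD, computed separately per campaign, cut at about 16% in these data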;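 also: 0% = DMSO wells and 100% = 60 µM geldanamycin wells; inhibitors lower the luminescence because luciferase stays unfolded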
HDAC3 inh: blocks human histone deacetylase 3; AID 2718; 0.15% of 320,000 active; O15379; inhibition, % at 8.3 µM; recombinant HDAC3, fluorogenic peptide/trypsin coupled, fluorescence; in the data active = inhibition above about 26%, passing the limit was not always enough; inconclusive = no clear call, values can overlap the other calls
Target sequence (O15379 whole entry, looked up): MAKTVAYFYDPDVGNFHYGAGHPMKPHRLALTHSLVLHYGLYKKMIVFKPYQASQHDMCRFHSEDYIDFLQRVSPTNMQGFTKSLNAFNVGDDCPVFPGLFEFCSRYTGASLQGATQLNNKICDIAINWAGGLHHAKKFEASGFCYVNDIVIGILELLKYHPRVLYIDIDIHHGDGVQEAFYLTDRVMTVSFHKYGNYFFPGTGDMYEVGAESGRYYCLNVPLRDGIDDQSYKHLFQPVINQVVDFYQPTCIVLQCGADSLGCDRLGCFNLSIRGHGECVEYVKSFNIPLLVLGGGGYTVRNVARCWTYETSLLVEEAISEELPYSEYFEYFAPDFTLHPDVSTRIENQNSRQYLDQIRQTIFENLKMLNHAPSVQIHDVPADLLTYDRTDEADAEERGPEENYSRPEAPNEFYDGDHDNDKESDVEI
AI-2 QS modul: modulators of Vibrio harveyi AI-2 quorum sensing system; Vibrio harveyi JMH597 AI-2 luminescence/OD600 ratio, 9 h; stronger effect = lower value; strain lacks LuxN and CqsS sensors; 0 = neutral-control median; activity change, % at 7.5 µM; 0.4% of 300,000 active; AID 2094; in the data active = activity change below about -75%, passing the limit was not always enough; inconclusive = no clear call, values can overlap the other calls;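 also: luminescence divided by OD600 gain over 9 h not by final OD600 alone; inactives centre near 13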
HIF act: HIF pathway transcriptional activation; activation, % at 7.5 µM (by protocol); U2OS HRE-luciferase reporter, luminescence; normalized: DMSO 0%, desferrioxamine 100%; 0.32% of 300,000 active;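 active = mean activation of at least 10% of the iron chelator positive control signal, with at least half of replicates also reaching 10%; inconclusive = mean and replicate majority disagree about reaching 10%; inactive = mean and most replicates under 10%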
HSF1 inh: HSF1 inhibition; 0.77% of 300,000 active; activity change, negative = inhibition, % at 7.5 µM (by protocol); NIH3T3-HGL HSE-luciferase, MG132-induced, luminescence 8 h; stronger effect = lower value;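 active = more than half of replicate wells show activity change below -50%, luminescence cut by over half; inconclusive = some wells, but at most half, below -50%; inactive = no replicate well below -50%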;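 also: luciferase reports HSF-1 transcriptional activity via heat shock element; 0% = median of DMSO wells and -100% = zero luminescence signal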
Platelet DG rel: modulates dense granule release in human platelets; human platelet-rich plasma, SFLLRN dense granule ATP release, luminescence; inhibition, %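 (compounds screened at 7.5 µM in platelet-rich plasma)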; 0.22% of 300,000 active; AID 1663;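 active = mean replicate score, as percent of positive control, at or above 50; inconclusive = mean below 50 but at least one replicate at or above 50; inactive = mean and every replicate below 50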
HSF-1 act: increases HSF-1 driven luciferase reporter signal. NIH3T3-HGL HSF-1 luciferase reporter, MG132, 8 h; 100% = twice DMSO control signal. activation, % at 9 µM. 1.7% of 300,000 active. AID 504408;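 active = mean replicate activation of at least 50% with a set share of replicates each reaching 50%; inconclusive = only one of those two conditions met; inactive = mean below 50% and too few replicates reaching it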;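 also: 0% = median of the neutral control wells and 100% = twice that signal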
aSyn UTR inh: 5' untranslated region of α-synuclein, MLPCN primary screen; alpha-synuclein 5'UTR reporter, inhibitor activity; inhibition, % (tested at 7.5 µM); 0.82% of 300,000 active; in the data active = inhibition above about 60%; inconclusive = no clear call, values can overlap the other calls;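 also: H4 neuroglioblastoma cells stably carrying SNCA 5'UTR luciferase fusion; 0% = DMSO wells and 100% = positive control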
* = called active by the depositor; ? = inconclusive; / = not tested or not shown.

SMILES	KLF5 inhibitor	IEC-6 tox	HSP90 inh	HDAC3 inh	AI-2 QS modul	HIF act	HSF1 inh	Platelet DG rel	HSF-1 act	aSyn UTR inh
O=c1oc(-c2ccco2)nc2sc3c(c12)CCCCC3	-71	-4	-4	1	9	3.5	-5	2	-3	-51
COc1cc(OC)cc(C(=O)N2CCN(Cc3ccc4c(c3)OCO4)CC2)c1	-26	-2	2	-5	/	-1.4	-6	-1	-2	17
CCOc1ccc(-n2nc(C(=O)NC3CCCCC3)c3ccccc3c2=O)cc1	-5	-2	1	-7	-8	-0.9	-2	2	10	23
Cc1ccc(C(C)NC(=O)C2CCCO2)cc1C (centres undefined)	-21	1	6	1	5	-0.5	-5	10	0	10
O=C(c1ccc(N2CN(C(=O)c3ccco3)c3nc4ccccc4nc32)cc1)N1CCOCC1	-20	5	5	-1	26	0.1	-4	0	1	1
CN(Cc1ccccc1)C(=O)COC(=O)c1ccc2ccccc2n1	-20	-7	-2	4	15	0.2	-13	-6	-18	-5
COC(=O)C1=C(C)N=C2SC(C)C(=O)N2C1c1ccc(C(=O)OC)cc1 (centres undefined)	-9	1	3	3	6	0.6	8	-9	10	-9
Cc1ccc(-c2nc3ccccc3c(=O)n2CCCn2ccnc2)cc1	-15	1	3	-1	7	-0.2	-7	-7	0	6
Cc1ccc(C(=O)N(c2ccccc2)C2CC(C)N(C(=O)c3ccco3)c3ccccc32)cc1 (centres undefined)	5	5	14	8	-6	-1.2	6	-1	-16	-1
N#CC1=C(N)SC(N)=C(C#N)C1C1C=CCCC1 (centres undefined)	-37	-2	2	-1	19	-1.4	-1	11	2	8
COc1ccc(OC)c(C(=O)c2coc3ccc(OC(C)=O)cc23)c1	-31	2	1	2	17	0.0	1	0	17	-41
Cc1ccccc1Oc1nc2ccccc2n2cnnc12	-12	7	-1	3	17	-0.3	-10	-4	-7	-2
O=C(O)/C=C/c1cn(-c2ncc(C(F)(F)F)cc2Cl)c2ccccc12	33	4	0	0	27	-0.9	14	0	39	9
O=S1(=O)CCOCCN1Cc1ccc(Cl)cc1Cl	-39	8	-2	-1	7	-0.7	-1	0	-5	5
Oc1ccc(C(c2nnnn2C2CCCCC2)N2CCOCC2)cc1 (centres undefined)	-25	-3	-3	3	6	-0.3	-2	-1	7	-10
Cn1cc(CN2CCC(N3CCNC(=O)CC3)CC2)c(-c2ccccc2F)n1	-52	1	4	-8	24	-0.6	-3	-7	3	-5
CCOC(=O)c1c(N)nn(C(=O)C(C)C)c1-c1ccc(OC)cc1	-20	1	-1	3	12	0.1	4	2	-22	22
Fc1cccc(CN2CCN(C(=S)NCCc3ccccc3)CC2)c1	-44	4	5	0	9	0.2	12	1	12	-4
O=C(OCC(=O)N1CCCC1=O)c1ccc(O)cc1O	/	/	/	-8	35	0.1	-5	2	6	1
S=C(Nc1ccc(Oc2ccccc2)cc1)NC1CCCCCC1	-16	6	-1	0	6	1.1	-5	23	0	-8
CCOc1ccc(CCNC(=O)CCn2nc(C)c3c(C)n(-c4ccccc4)nc3c2=O)cc1	-37	-8	-4	-6	22	0.0	8	-4	42	2
c1ccc(CCc2cn(C[C@H]3CC[C@@H]([C@@H]4CC[C@H](Cn5cc(CCc6ccccc6)nn5)O4)O3)nn2)cc1	18	0	-2	-2	-3	-0.3	5	-1	9	1
CCOc1ccc2[nH]c(=O)c(C(c3nnnn3Cc3ccco3)N3CCN(C)CC3)cc2c1 (centres undefined)	15	-3	3	-6	7	-0.2	-1	12	-8	-6
Cc1ccc(N2C(=O)c3ccccc3NC2C(C)Cc2ccc3c(c2)OCO3)cc1 (centres undefined)	-59	6	1	-13	21	0.8	8	-4	37	-68
CC1=C(C(=O)Nc2ccccc2)C(c2ccc(C)o2)n2c(s/c(=C/c3ccccc3)c2=O)=N1 (centres undefined)	-27	-1	7	?	22	-0.6	6	7	2	14
CSc1cccc(NC(=O)CNC(=O)C2CCCCC2)c1	-21	7	-1	1	15	-1.3	-2	1	2	-12
COc1ccc(NC(=O)COC(=O)C2CC3C=CC2C3)cc1 (centres undefined)	4	2	-4	5	20	1.6	-4	-10	-8	-50
CN(C)S(=O)(=O)c1ccc(Cl)c(C(=O)NCc2ccco2)c1	-40	-1	1	4	26	1.2	3	-1	-5	5
CC(=O)Nc1ccc(S(=O)(=O)NCC(=O)OCc2ccccc2)cc1	-25	-7	-3	-5	17	-0.6	-7	-11	13	2
COc1ccc2nc(NC(=S)N(C)C)sc2c1	-140	1	0	6	21	1.0	25	2	34	-81
COc1cc(NS(=O)(=O)c2ccc(NC(=S)NC(=O)c3ccc(F)cc3)cc2)nc(OC)n1	-3	4	-4	-1	24	-39	3	-6	-6	-19
O=C(CN(Cc1ccccc1F)S(=O)(=O)c1ccc(Cl)cc1)NCC1CCCO1 (centres undefined)	-19	-3	1	-6	-4	-0.3	2	8	7	4
N/C(Cc1ccc([N+](=O)[O-])cc1)=N\OC(=O)Cc1ccccc1	20	-1	3	3	10	0.1	1	6	4	-2
Cc1ccc(-n2ncc3c(=O)n(CC(=O)Nc4cccc(Cl)c4)cnc32)cc1C	-3	0	-1	-3	20	0.0	1	-1	7	24
Cc1ccc(CNC(=O)CN2CCN(Cc3ccc(Cl)cc3)C2=O)cc1	-8	-2	5	?	30	-0.4	0	-2	3	21
O=C(NCCN1C(=O)C2C3C=CC(C3)C2C1=O)NCc1ccccc1 (centres undefined)	-15	1	2	-2	7	0.1	-4	1	0	20
CC1=NCCN1CCNC(=O)Nc1cc(C)cc(C)c1	11	0	-2	5	18	-0.4	-4	4	6	-18
O=C(NCc1ccc2c(c1)OCO2)c1ccccc1Cl	/	/	/	-3	3	-0.3	0	-11	21	-100
CCc1nc2ccccc2c(=O)n1/N=C/c1ccc(Cl)cc1	/	/	/	1	18	0.8	-12	-2	-8	2
CCOC(=O)N1N=C(CC)CC1(O)C(F)(F)F (centres undefined)	-24	-3	1	3	15	-0.7	-5	3	-2	4
O=C(CSc1nc(C2CC2)nc2ccccc12)N1c2ccccc2Sc2ccccc21	1	-8	3	-4	7	-0.5	11	7	13	-18
CC1CCN(c2ccc(NC(=O)Cc3ccccc3)cc2)CC1	-6	3	1	1	5	0.9	28	6	39	-82
COc1cccc(CNc2nc3ccccc3n2CCN2CCCCC2)c1	-32	9	1	0	17	0.0	3	5	8	5
CC(C)OC(=O)CC12CN3CC(CC(=O)OC(C)C)(CN(C1)C(=O)c1ccccc1C3=O)C2=O	-5	-3	-2	5	0	-0.1	-1	-8	3	27
O=C(COC(=O)c1ccccn1)Nc1cccc2ccccc12	-5	-5	0	0	33	0.7	3	-3	25	12
O=c1oc2c3c4c(cc2c2c1CCC2)OCCN4CCC3	-18	-2	3	-109	/	/	/	/	/	/
CCOC(=O)C1CSC(CC(=O)Nc2ccc(Cl)c(Cl)c2)C(=O)N1 (centres undefined)	-4	-3	1	7	-50	0.5	4	-1	16	12
CC(Sc1nnc(Cc2cccs2)n1C1CCCCC1)C(=O)N1CCc2ccccc21 (centres undefined)	-8	0	-5	7	0	-0.5	1	-14	10	15
Cc1nn(C)c(C(=O)NC2C3CC4CC(C3)CC2C4)c1Cl (centres undefined)	1	6	0	0	24	-0.9	-8	-5	-21	24
Cc1ccc(NC(=O)Nc2ccc(F)c(Cl)c2)cc1	-114	14	1	4	1	2.3	12	0	25	-165
Cc1cc(C)c(C#N)c(SCc2ccc(F)cc2)n1	-31	1	-1	3	23	-0.1	1	-2	-7	23
CC(=O)NC(=S)Nc1ccc(S(=O)(=O)N2CCOCC2)cc1	-20	-4	2	9	23	-0.2	-1	9	7	10
c1ccc(CNc2nc3ccccc3[nH]2)cc1	-37	1	-3	-4	-10	2.3	20	7	27	-79
N/C(=N\OC(=O)Cc1ccc([N+](=O)[O-])cc1)c1ccc([N+](=O)[O-])cc1	-7	-2	2	-4	7	-0.3	4	-3	4	-36
Cn1c(=O)[nH]c(=O)c2c1nc(N1CCN(CCO)CC1)n2CCSc1nc2ccccc2s1	-20	4	3	1	16	-0.3	-3	1	-8	13
COCCNS(=O)(=O)c1ccc(OCC(=O)N2CCc3ccccc3C2)c(Cl)c1	-40	-10	0	0	4	-1.1	0	-1	5	17
Cn1c(=O)c(=O)n(C)c2cc(S(=O)(=O)CCC(=O)Nc3cccc(C(F)(F)F)c3)ccc21	-21	0	-5	3	39	0.0	-5	-10	-19	13
C#CCN1C(=O)C2C(C(=O)NC)C3C=CC2(O3)C1C(=O)NCc1ccc(OC)cc1 (centres undefined)	-4	-1	-5	-5	9	-0.8	-4	0	2	7
CCc1nc(N2CCC(C)CC2)c2oc3ccccc3c2n1	6	8	3	6	5	0.4	5	-1	2	27
CC(C)(C)N(NS(=O)(=O)c1ccc(F)cc1)c1ccccc1	-7	-2	1	11	15	0.9	3	2	57*	7

HSF-1 act: hit marks shown above.
| molecule | KLF5 inhibitor | HSP90 inh | HDAC3 inh | AI-2 QS modul | HSF1 inh | Platelet DG rel | HSF-1 act | aSyn UTR inh |
| --- | --- | --- | --- | --- | --- | --- | --- | --- |
| CC(C)(C)N(NS(=O)(=O)c1ccc(F)cc1)c1ccccc1 | -7 | 1 | 11 | 15 | 3 | 2 | 57* | 7 |

More records.
SMILES	KLF5 inhibitor	IEC-6 tox	HSP90 inh	HDAC3 inh	AI-2 QS modul	HIF act	HSF1 inh	Platelet DG rel	HSF-1 act	aSyn UTR inh
CCOC(=O)N1CCN(C(=S)Nc2cc(S(=O)(=O)N3CCOCC3)ccc2Cl)CC1	-10	0	1	1	22	-0.5	2	0	-11	12
Cc1ccc(NC(=O)CN2C(=O)NC3(CCc4ccccc43)C2=O)cc1S(=O)(=O)N1CCCCC1 (centres undefined)	/	/	/	-6	38	-15	15	2	29	1
CCOC(=O)N1CCN(C(=O)c2ccc3c(=O)n(-c4ccc(OC)cc4)c(=S)[nH]c3c2)CC1	2	3	3	6	7	-0.1	6	-2	52*	21
Cc1ccccc1C1NC(=O)Cc2ccccc21 (centres undefined)	-17	5	2	1	16	-0.1	-7	-1	2	3
O=C(Nc1cccnc1)c1ccc([N+](=O)[O-])o1	-11	76*	2	5	-108*	-18	10	-5	19	-202
Cc1ccc(NC(=O)C(=O)NCCN2CCN(Cc3ccc([N+](=O)[O-])cc3)CC2)cc1	-14	-4	0	-1	2	-0.6	-7	-8	-6	25
CCN(CC)CC(=O)Nc1c2c(nc3ccccc13)N(C)CC2	-15	3	-5	-21	15	-5.1	-9	3	-3	28
Cc1nc(-c2cccc(NC(=O)Cc3ccccc3)c2)cs1	-16	-7	-2	-2	18	0.6	1	25	18	-22
COc1cccc(CNC(=O)c2ccccc2-c2ccccc2)c1	-31	-1	-2	-2	45	-0.3	-5	-3	10	-12
Cc1ccc(N/C=C/C(=O)c2ccco2)c(O)c1	-126	-6	3	2	-2	2.0	-1	0	-16	-158
O=C(CN1C(=O)COc2ccccc21)N(Cc1cccnc1)Cc1ccccc1F	-37	0	1	2	40	-0.3	-1	0	-12	-35

Compounds as they come. About 5% of those tested had a hit in this group.
